GPR151 activators: GPR151 activators, triplicate retest, confirmation, cell-based, PathHunter beta-arrestin, luminescence, set 2 (AID 1508608) | 2,300 tested, 0.9% active | activation, % at 11.2 µM | GPR151 PathHunter beta-arrestin cells, luminescence, 90 min; active compounds read high; 100% = signal from added EA reagent;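 active = mean activation across replicates above 26.72%, the hit cutoff set for this confirmation screen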;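 also: 0% = plate median of compound wells and 100% = EA reagent high control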
GPR119 activation: off-target GPR119 activation – cell-based, PathHunter beta-arrestin, luminescence, set 2, counter-screen for GPR151 activator project, confirmation (AID 1508607) | Glucose-dependent insulinotropic receptor (Homo sapiens) | GPR119 PathHunter beta-arrestin cells, luminescence, 90 min; active compounds read high | 2,300 tested, 0.9% active | activation, % at 11.2 µM;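 active = mean percent activation across replicates above the counterscreen hit cutoff of 9.17%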;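 also: 0% = median of sample wells and 100% = wells given EA reagent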
Active calls of the source: *.

How did COc1cccc(CC(=O)NCC2CC(Cc3ccc(F)cc3)=NO2)c1 (centres undefined) do in these assays?
GPR151 activators: -4.4; GPR119 activation: -0.5

What do the screens show for `COc1ccc(-c2noc(CC(=O)NCCN3CCOCC3)n2)cc1`?
GPR151 activators: 3.3; GPR119 activation: 0.1

Results for NS(=O)(=O)c1ccc(CCN(C(=O)/C=C/C(=O)O)C2CC(=O)N(c3ccc(Cl)cc3)C2=O)cc1 (centres undefined) ?
GPR151 activators: -4.0; GPR119 activation: -3.2

Results for Cc1cc2cc(CNC(=O)c3ccccc3Cl)ccc2[nH]1 ?
GPR151 activators: -4.9; GPR119 activation: -1.6

How did COc1ccc(C(=O)NC(C)c2csc(C)n2)cc1OC1CCN(C(C)=O)CC1 (centres undefined) do in these assays?
GPR151 activators: 1.6; GPR119 activation: 3.7

Results for COCCCNC(=O)CN1C(=O)COc2ccccc21 ?
GPR151 activators: 3.4; GPR119 activation: -1.1

What do the screens show for `O=C(NCc1ccc(Cl)cc1)c1ccc(CNc2c(N3CCCCC3)c(=O)c2=O)cc1`?
GPR151 activators: -5.7; GPR119 activation: -3.4

What do the screens show for `CCOC(=O)c1cc(S(=O)(=O)NC2CCN(C(=O)OCC)CC2)cn1C`?
GPR151 activators: 3.3; GPR119 activation: 0.0

Results for COc1cc(/C=N/NC(=O)COc2ccc(Cl)cc2C)ccc1O ?
GPR151 activators: -1.6; GPR119 activation: 4.3

How did COc1ccc2cc3c(N)nn(C(=O)/C=C/c4ccc5c(c4)OCO5)c3nc2c1 do in these assays?
GPR151 activators: -0.7; GPR119 activation: -2.5

What do the screens show for `CCc1nnc2c3c4c(sc3nc(CC)n12)CCCC4`?
GPR151 activators: 2.9; GPR119 activation: -1.5

What do the screens show for `Cc1nccc2[nH]c(=O)c(C(=O)NC3CCN(Cc4ccccc4)CC3)cc12`?
GPR151 activators: 8.3; GPR119 activation: 0.0

Results for CCC(C(=O)O)n1c2ccccc2c2cnn(C)c(=O)c21 (centres undefined) ?
GPR151 activators: 3.2; GPR119 activation: -0.3

Results for Cc1csc(CNC(=O)CC2C(=O)NCCN2Cc2ccc(F)cc2Cl)n1 (centres undefined) ?
GPR151 activators: 2.1; GPR119 activation: 4.0

What do the screens show for `CC1Oc2cccnc2N(Cc2cccc(C#N)c2)C1=O` (centres undefined)?
GPR151 activators: -4.2; GPR119 activation: 0.9

How did O=C(CSc1nnc(-c2cccc(F)c2)n1-c1ccccc1)Nc1ccc(Br)cc1 do in these assays?
GPR151 activators: 2.9; GPR119 activation: 4.7

What do the screens show for `Cn1c(SCC(N)=O)nc2c(oc3ccccc32)c1=O`?
GPR151 activators: 3.4; GPR119 activation: -3.5

Results for COc1ccc(N2C(=O)CSC2c2cc3c(cc2Br)OCO3)cc1 (centres undefined) ?
GPR151 activators: -8.1; GPR119 activation: -3.2

Results for COc1cccc(C(=O)Nn2c(Cc3cccs3)nc3ccccc3c2=O)c1OC ?
GPR151 activators: -4.2; GPR119 activation: 1.1

What do the screens show for `COc1ccccc1C(=O)NC(C)C(c1cccs1)N1CCOCC1` (centres undefined)?
GPR151 activators: -5.8; GPR119 activation: -2.3

What do the screens show for `O=C(NNC1CC(=O)N(c2ccc(Cl)cc2)C1=O)c1cccc([N+](=O)[O-])c1` (centres undefined)?
GPR151 activators: -0.2; GPR119 activation: 2.3

Results for CCOc1ccc(C(=O)Nc2ccc3c(c2)Cc2ccccc2-3)cc1Cl ?
GPR151 activators: -4.5; GPR119 activation: -6.1

Results for CCOc1ccccc1CNCc1c(C(=O)O)n(Cc2ccc(OC)cc2)c2ccccc12 ?
GPR151 activators: 0.2; GPR119 activation: -1.7

Results for Cc1ccc(-n2nc3c(c2NC(=O)c2cccc(F)c2)CS(=O)C3)c(C)c1 (centres undefined) ?
GPR151 activators: -2.3; GPR119 activation: -1.1

By substructure, the compounds so far containing an aryl thioether with sulfur outside any ring
How did O=C(CSc1nnc(-c2cccc(F)c2)n1-c1ccccc1)Nc1ccc(Br)cc1 do in these assays?
GPR151 activators: 2.9; GPR119 activation: 4.7

What do the screens show for `Cn1c(SCC(N)=O)nc2c(oc3ccccc32)c1=O`?
GPR151 activators: 3.4; GPR119 activation: -3.5

Other structures:
What do the screens show for `CN(C)c1ccc(/C=N/Nc2ccccc2)cc1[N+](=O)[O-]`?
GPR151 activators: -0.5; GPR119 activation: -1.1

How did COc1ccc(NC(=O)Cn2cnc3c(cnn3-c3ccc(Cl)cc3)c2=O)c(OC)c1 do in these assays?
GPR151 activators: 2.1; GPR119 activation: -0.1

What do the screens show for `Cc1ccc(-c2cccc(CN3CCC(n4nccc4NC(=O)C4CC4)CC3)c2)o1`?
GPR151 activators: 1.2; GPR119 activation: 3.9

What do the screens show for `O=C1CCCCN1c1cccc(NS(=O)(=O)c2cc(F)ccc2F)c1`?
GPR151 activators: -5.6; GPR119 activation: -2.7

How did COc1ccc(-c2noc(Nc3cc([N+](=O)[O-])ccc3OC)n2)cc1 do in these assays?
GPR151 activators: 4.5; GPR119 activation: -0.9

How did CC(Oc1ccc(Cl)cc1Cl)C(=O)Nc1ccc(S(=O)(=O)N2CCOCC2)cc1 (centres undefined) do in these assays?
GPR151 activators: 1.2; GPR119 activation: -2.7

Results for O=C(CSc1nncc(=O)[nH]1)NCCc1ccccc1 ?
GPR151 activators: -4.8; GPR119 activation: -1.3

How did COC(=O)c1cccc(C(=O)O)n1 do in these assays?
GPR151 activators: -5.4; GPR119 activation: -3.8

What do the screens show for `CCN(CC)C(=O)CN(c1ccccc1)S(=O)(=O)c1ccc(C)cc1`?
GPR151 activators: 4.4; GPR119 activation: 5.4

Results for O=C(Nc1ccc2nc3c(=O)[nH]c(=O)[nH]c3nc2c1)C(F)(F)F ?
GPR151 activators: -5.5; GPR119 activation: -3.6

How did COc1ccc(O)c(C2=Nc3ccccc3N=C(c3ccc([N+](=O)[O-])cc3)C2)c1 do in these assays?
GPR151 activators: -7.6; GPR119 activation: -1.1

What do the screens show for `O=C1C2CCCN2C(c2ccco2)N1c1ccc(F)cc1` (centres undefined)?
GPR151 activators: 2.4; GPR119 activation: 1.1

How did O=C(CCc1c[nH]c2ccccc12)NN=C1CCCCC1 do in these assays?
GPR151 activators: 3.1; GPR119 activation: -1.7

Results for COc1cc(/C=C2/SC(=Nc3ccccc3Cl)NC2=O)ccc1OCc1ccc([N+](=O)[O-])cc1 ?
GPR151 activators: 1.6; GPR119 activation: 0.5

What do the screens show for `CN(C(=O)c1c[nH]c2ccc(S(=O)(=O)N(C)c3ccc(Cl)cc3)cc2c1=O)C1CCCCC1`?
GPR151 activators: 3.2; GPR119 activation: 4.7

How did O=C(CC(C(=O)N1CCc2ccccc21)n1ccnc1)N1CCCCC1 (centres undefined) do in these assays?
GPR151 activators: 2.8; GPR119 activation: -1.6

How did COc1ccc(-c2cnn3ccc(Nc4ccccc4)nc23)cc1OC do in these assays?
GPR151 activators: 3.2; GPR119 activation: 0.2

How did CC(=O)NN1C(=O)c2ccc(Oc3ccc4c(c3)C(=O)N(NC(C)=O)C4=O)cc2C1=O do in these assays?
GPR151 activators: 1.4; GPR119 activation: 0.8

What do the screens show for `COCCNCCOc1ccc(C)cc1C`?
GPR151 activators: 3.2; GPR119 activation: 1.1

Results for CCOC(=O)c1ccc(CN(Cc2ccncc2)S(=O)(=O)c2ccc(C(C)(C)C)cc2)cc1 ?
GPR151 activators: -0.3; GPR119 activation: 4.1

Results for COc1cc(/C=C/C(=O)c2ccc(F)cc2)cc(OC)c1OC ?
GPR151 activators: -3.0; GPR119 activation: 0.6

What do the screens show for `CCOC(=O)c1c(CSc2ccccc2)n(C)c2ccc(O)c(CN(C)C)c12`?
GPR151 activators: 1.2; GPR119 activation: -2.6

What do the screens show for `CCC(Sc1nc(NC2CCCCC2)c2ccccc2n1)C(=O)Nc1ccc2c(c1)OCO2` (centres undefined)?
GPR151 activators: 8.6; GPR119 activation: 0.7

How did Cc1ccc(C(=O)N/N=C\c2cc3c(cc2Cl)OCO3)cn1 do in these assays?
GPR151 activators: -0.9; GPR119 activation: -2.9

Of the compounds above, 2 contain bromine:
How did O=C(CSc1nnc(-c2cccc(F)c2)n1-c1ccccc1)Nc1ccc(Br)cc1 do in these assays?
GPR151 activators: 2.9; GPR119 activation: 4.7

Results for COc1ccc(N2C(=O)CSC2c2cc3c(cc2Br)OCO3)cc1 (centres undefined) ?
GPR151 activators: -8.1; GPR119 activation: -3.2

The results go on:
What do the screens show for `CCCCC1(CC(=O)OCC)C(=O)N(c2ccccc2)N(c2ccccc2)C1=O`?
GPR151 activators: -1.0; GPR119 activation: 4.1

What do the screens show for `CCCOC(=O)CSC1=C(C#N)C(c2ccco2)C(C(=O)Nc2ccc(Cl)cc2)=C(C)N1` (centres undefined)?
GPR151 activators: -4.2; GPR119 activation: 0.3

How did CCN(CC(=O)NC1CCCCCC1)S(=O)(=O)c1ccc(C)cc1 do in these assays?
GPR151 activators: -4.3; GPR119 activation: 1.4

What do the screens show for `N#Cc1ccc(NC(=O)COC(=O)CCC(=O)c2ccc3c(c2)OCCO3)cc1`?
GPR151 activators: 1.5; GPR119 activation: 1.8

Results for COc1ccccc1NC(=O)c1ccccc1C(=O)O ?
GPR151 activators: 2.3; GPR119 activation: 0.3

What do the screens show for `Cc1nnc(N/N=C/c2ccccc2)n1N`?
GPR151 activators: -3.0; GPR119 activation: 3.9

How did Cc1cccc(C)c1NC(=O)CC(NCCc1ccccc1)C(=O)O (centres undefined) do in these assays?
GPR151 activators: -2.9; GPR119 activation: -3.9

Results for O=c1[nH]c(/C=C/c2cccc3ccccc23)c([N+](=O)[O-])c(=O)[nH]1 ?
GPR151 activators: 4.5; GPR119 activation: 4.2

Results for CCOC(=O)c1ccccc1Oc1c(F)c(F)nc(N2CCOCC2)c1F ?
GPR151 activators: -1.1; GPR119 activation: -0.7

What do the screens show for `CC(=O)N1CCCN(Cc2c(C(=O)N3C[C@@H](C)O[C@@H](C)C3)nc3sccn23)CC1`?
GPR151 activators: 3.1; GPR119 activation: 3.5

What do the screens show for `CCOC(=O)c1c(NC(=O)c2cccc([N+](=O)[O-])c2C)sc(C(C)=O)c1C`?
GPR151 activators: -0.4; GPR119 activation: -1.0

Results for CCCCCCNC(=O)CCNC(=O)c1ccc(OC)c(OC)c1 ?
GPR151 activators: -1.1; GPR119 activation: 0.8

Results for Cc1ccc(OCC(=O)Nc2ccc(S(=O)(=O)N3CCCC3)cc2)c(Br)c1 ?
GPR151 activators: -7.0; GPR119 activation: -3.2

Results for CC(C)(C)c1[nH]nc2c1C(c1cccc(Cl)c1Cl)C(C#N)=C(N)O2 (centres undefined) ?
GPR151 activators: 4.1; GPR119 activation: -0.1

Results for C=CCN=c1sc(C(=O)OC)cc(=O)n1CC=C ?
GPR151 activators: 6.4; GPR119 activation: 0.1

Results for CC1=[N+](C)c2ccc3ccccc3c2C1(C)C ?
GPR151 activators: -1.7; GPR119 activation: -2.1

Results for CCCn1cc(SCC(=O)Nc2ccc(OC)cc2OC)c2ccccc21 ?
GPR151 activators: 1.4; GPR119 activation: 4.7

Results for CN1CCN(C(=O)c2ccc(CS(=O)(=O)c3ccc(Br)cc3)o2)CC1 ?
GPR151 activators: -7.9; GPR119 activation: -4.0

What do the screens show for `Cc1c(Cl)cccc1NS(=O)(=O)c1c(C(C)C)cc(C(C)C)cc1C(C)C`?
GPR151 activators: -1.1; GPR119 activation: 9.8*

What do the screens show for `COc1ccc(/C(C)=N/NC(=O)CNC(=O)c2ccc(Br)cc2)c(OC)c1`?
GPR151 activators: 3.1; GPR119 activation: -2.2

How did CC(=O)Nc1ccc(NC(=O)CSc2ncnc3c2nnn3-c2ccc(F)cc2)cc1 do in these assays?
GPR151 activators: -5.8; GPR119 activation: -1.3

How did O=C(NNC(=O)C1OC2OC3(CCCCC3)OC2C2OC3(CCCCC3)OC12)c1cccc(Cl)c1 (centres undefined) do in these assays?
GPR151 activators: 1.3; GPR119 activation: 1.1

What do the screens show for `Cc1cccc(NC(=O)CN(C)S(=O)(=O)c2ccc3c(c2)CC(C)N3C(=O)C2CC2)c1` (centres undefined)?
GPR151 activators: 0.2; GPR119 activation: 0.8

How did OC(Cn1nc(-c2ccccc2)cc1-c1ccccc1)Cn1c2ccc(Cl)cc2c2cc(Cl)ccc21 (centres undefined) do in these assays?
GPR151 activators: 0.7; GPR119 activation: -1.6

What do the screens show for `COC(=O)c1ccc(Oc2ccc(C#N)cc2)cc1`?
GPR151 activators: 4.5; GPR119 activation: -1.5

What do the screens show for `Cc1ccc(C(=O)Nc2ccc3nc(SCC(=O)NC(C)c4ccccc4)sc3c2)cc1` (centres undefined)?
GPR151 activators: -4.5; GPR119 activation: -6.5

How did CC(=O)c1cc(C(=O)NCC2CCC3(CCN(Cc4ccccc4)CC3)O2)cs1 (centres undefined) do in these assays?
GPR151 activators: 0.1; GPR119 activation: -0.6

Results for CCOCCCNC(=O)c1cc2sc(Cl)cc2n1CC ?
GPR151 activators: 1.1; GPR119 activation: 0.5

What do the screens show for `Cc1nnc(SCC(=O)N2CCN(c3ccccc3)CC2)[nH]c1=O`?
GPR151 activators: -2.7; GPR119 activation: -3.1

Results for CCc1nnc(NC(=O)CSc2nc3cccnc3n2Cc2ccccc2)s1 ?
GPR151 activators: -3.7; GPR119 activation: 0.7

What do the screens show for `CCOC(=O)c1sc2nc(C)nc(Nc3ccc(Oc4ccc(Cl)cc4)cc3)c2c1C`?
GPR151 activators: 0.6; GPR119 activation: 0.0

What do the screens show for `O=C(c1cc2nc(-c3cccs3)cc(C(F)(F)F)n2n1)N1CCN(c2ccc(F)cc2)CC1`?
GPR151 activators: 1.8; GPR119 activation: 0.5

In the list so far, two contain a CF3 group.
Results for O=C(Nc1ccc2nc3c(=O)[nH]c(=O)[nH]c3nc2c1)C(F)(F)F ?
GPR151 activators: -5.5; GPR119 activation: -3.6

What do the screens show for `O=C(c1cc2nc(-c3cccs3)cc(C(F)(F)F)n2n1)N1CCN(c2ccc(F)cc2)CC1`?
GPR151 activators: 1.8; GPR119 activation: 0.5

Screening data (PubChem BioAssay)

An excerpt; rates above refer to the full screens.
